# Assay outcomes deposited in PubChem by several laboratories.
# RGS4 block: inhibitors of human RGS4; P49798; AID 463165; B-score at 10 µM; 0.45% of 310,000 active; HEK293 M3R/RGS4 inducible, Fluo-4 calcium flux; stronger effect = higher value; triggered by carbachol at its EC20;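 active = B-score, a plate-corrected calcium signal, over three deviations above library mean, with baseline fluorescence within five deviations of library mean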;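 note: RGS4 expression induced by doxycycline in cells with stable M3 receptor; B-score is computed from the integrated fluorescence ratio over baseline after carbachol; higher B-score means a larger calcium signal and so more RGS4 inhibition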
# Target sequence (P49798 whole entry, looked up): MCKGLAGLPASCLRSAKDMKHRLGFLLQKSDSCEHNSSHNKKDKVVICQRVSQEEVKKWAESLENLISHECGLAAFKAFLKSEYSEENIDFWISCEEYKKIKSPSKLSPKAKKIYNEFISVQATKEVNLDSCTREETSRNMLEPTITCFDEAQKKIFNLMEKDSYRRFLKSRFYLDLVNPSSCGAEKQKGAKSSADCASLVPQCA
# TMEM16A act: mouse TMEM16A channel activation, primary screen; 0.3% of 340,000 active; Q8BHY3; B-score at 10 µM; AID 623877; HEK293 TMEM16A/YFP-H148Q/I152L, iodide quench fluorescence; stronger effect = lower value;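 active = fluorescence-ratio B-score plate-corrected deviation score at least 3 library SD below zero, with starting fluorescence score within 5 deviations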;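 note: channel opened by trigger with iodide after compound preincubation; score built on the fluorescence ratio of max minus min over baseline; more negative score means more quench and so TMEM16A activation or potentiation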
# TRPC6 act: activators of mouse TRPC6 channel | HEK293-TRPC6 membrane potential dye fluorescence; stronger effect = higher value | B-score at 10 µM | 0.13% of 310,000 active;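 active = B-score of the integrated fluorescence ratio above library mean plus 3 SD, and starting fluorescence ratio within library mean plus 5 SD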;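 note: higher score means more depolarization so channel activation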
# RGS4 act: potentiators or activators of RGS4. B-score at 10 µM. 0.92% of 310,000 active. HEK293 M3R/inducible RGS4, carbachol calcium flux Fluo4; stronger effect = lower value;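 active = B-score of the integrated calcium signal more than 4 SD below the library mean, with starting fluorescence not abnormally high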;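 note: negative B-score means reduced calcium response which marks RGS4 activation or potentiation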
#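 System: HEK293 FlpIn-TREx cells, stable M3R, doxycycline-inducible RGS4. Timing: overnight RGS4 induction, 30 min dye load 37 °C, 20 min compound RT. Also added: carbachol, ECmax concentration. Measured by: Fluo4 fluorescence kinetic imaging of calcium. Evaluation: integrated calcium ratio converted to B score.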
# MrgX1 ag: activates human MrgX1 receptor signaling; Q96LB2; MrgX1-HEK293 cells, Fluo-4 calcium fluorescence, agonist mode; stronger effect = higher value; B-score at 10 µM; 0.44% of 310,000 active; AID 588627;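 active = calcium response B-score plate-corrected fluorescence ratio at least 3 library SD, with starting fluorescence B-score inside 5 SD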
# Target sequence (Q96LB2 whole entry, looked up): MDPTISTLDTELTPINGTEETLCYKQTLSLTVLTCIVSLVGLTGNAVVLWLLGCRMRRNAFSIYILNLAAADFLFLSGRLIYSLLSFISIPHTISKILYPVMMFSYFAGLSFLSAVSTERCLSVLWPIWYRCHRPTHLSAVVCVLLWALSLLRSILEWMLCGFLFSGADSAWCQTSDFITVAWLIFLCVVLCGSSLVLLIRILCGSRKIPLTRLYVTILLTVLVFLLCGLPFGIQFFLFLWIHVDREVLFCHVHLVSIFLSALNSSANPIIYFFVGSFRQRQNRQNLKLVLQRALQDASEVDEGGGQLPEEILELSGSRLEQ
#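 Assay system: stable human MrgX1 HEK293 cell line. Quantity: 15,000 cells per well. Schedule: cells plated overnight, dye loaded 0.5 h 37 °C, 0.5 h room temperature. Detection: Fluo-4 NW calcium-flux fluorescence, kinetic read. Read-out basis: peak-minus-minimum fluorescence over baseline, converted to B scores. Control set: positive and negative control wells on each plate.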
# SKKanGAS inh: inhibitors of SKKanGAS S. pyogenes growth in kanamycin (SK-promoter or general growth effect); BacTiter-Glo, 6 h; inhibition, % at 7.5 µM; 1.3% of 300,000 active; AID 1662;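 active = mean replicate score, as percent of positive control median, at least 50; inconclusive = mean below 50 but one replicate at or above 50; inactive = mean and every replicate below 50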;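 note: strain carries kanamycin resistance gene driven by streptokinase promoter and grows in 40 µg/ml kanamycin; loss of luminescence reflects streptokinase promoter inhibition or plain growth inhibition; 0% = median of DMSO wells and 100% = positive control at its reference dose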
# TRPC6 inhibitor: blocks the mouse TRPC6 cation channel; HEK293-TRPC6, membrane potential dye, ACh-evoked depolarization; stronger effect = lower value; B-score at 10 µM; 1.1% of 310,000 active; AID 2553;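 active = B-score under library mean minus 3 SD, initial fluorescence not abnormally high, positive integrated signal ratio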;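 note: B-score derived from integrated fluorescence ratio over the kinetic read; more negative B-score means stronger inhibition of depolarization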
# MrgX1 PAM: allosterically activates human MrgX1 receptor signaling | MrgX1-HEK293, Fluo-4 calcium flux, FDSS; stronger effect = higher value | B-score at 10 µM | 0.63% of 310,000 active | AID 588675;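 active = plate-corrected calcium response at least 3 library SD above typical, normal starting fluorescence, not activating the receptor alone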;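 note: compound read alongside a low EC10 to EC30 dose of BAM8-22 agonist; peak minus trough fluorescence over baseline measured at the second addition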
# MrgX1 antag: blocks BAM8-22 activation of human MrgX1 receptor; Q96LB2; AID 588676; B-score at 10 µM; MRGX1-HEK293 calcium flux, Fluo-4, BAM8-22 antagonism; stronger effect = lower value; 1.3% of 310,000 active;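 active = calcium-response B-score plate-corrected more than 3 library SD below zero, starting fluorescence within 5 deviations, no agonist response on first addition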;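 note: peak minus trough fluorescence over baseline after final BAM8-22 challenge near maximal dose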
# ANO1 block: mouse TMEM16A channel inhibition, primary screen; 1.2% of 310,000 active; normalized B-score (activity score, 25-100; higher = stronger inhibition) at 10 µM; Q8BHY3; HEK293 TMEM16A/YFP iodide influx fluorescence, ionomycin;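 active = ratio plate-corrected score three or more library SD toward inhibition, starting fluorescence score within five deviations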;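 note: score derived from kinetic fluorescence span divided by baseline fluorescence per well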
# HDAC3 inh: human HDAC3 inhibition | inhibition, % at 8.3 µM | AID 2718 | recombinant HDAC3, fluorogenic peptide/trypsin coupled, fluorescence | 0.15% of 320,000 active | O15379; in the data active = inhibition above about 26%, passing the limit was not always enough; inconclusive = no clear call, values can overlap the other calls
# Target sequence (O15379 whole entry, looked up): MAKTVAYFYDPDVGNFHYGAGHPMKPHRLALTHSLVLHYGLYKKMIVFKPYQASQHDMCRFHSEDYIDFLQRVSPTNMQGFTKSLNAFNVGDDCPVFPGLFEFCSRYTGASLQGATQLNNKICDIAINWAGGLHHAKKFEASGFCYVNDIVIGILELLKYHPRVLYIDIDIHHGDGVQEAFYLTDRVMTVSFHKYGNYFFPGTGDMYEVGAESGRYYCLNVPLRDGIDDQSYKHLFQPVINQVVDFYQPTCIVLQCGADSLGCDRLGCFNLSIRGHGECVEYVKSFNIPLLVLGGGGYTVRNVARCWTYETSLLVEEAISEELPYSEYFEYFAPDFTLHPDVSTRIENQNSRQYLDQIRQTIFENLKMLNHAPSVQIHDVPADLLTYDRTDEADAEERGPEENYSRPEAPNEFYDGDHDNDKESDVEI
# An asterisk follows results filed as active; i = inactive; ? = inconclusive; . = not tested or not shown.
SMILES,RGS4 block,TMEM16A act,TRPC6 act,RGS4 act,MrgX1 ag,SKKanGAS inh,TRPC6 inhibitor,MrgX1 PAM,MrgX1 antag,ANO1 block,HDAC3 inh
O=c1c(OC2OC(CO)C(O)C(O)C2OC2OC(CO)C(O)C(O)C2OC2OC(CO)C(O)C(O)C2O)c(-c2ccc(O)c(O)c2)oc2cc(O)cc(O)c12 (stereo unspecified),.,i,.,.,i,.,.,i,i,i,7
CCn1c(SCC(=O)N/N=C/C=C\c2ccccc2[N+](=O)[O-])nc2ccccc21,i,i,i,i,i,5,i,i,i,i,9
Cc1ccc(OCC(=O)Nc2cccc(S(=O)(=O)N3CCCCCC3)c2)c([N+](=O)[O-])n1,i,i,i,i,i,-2,i,i,i,i,-1
O=[N+]([O-])c1cc2c(cc1CN1CCN(c3ccccc3)CC1)OCO2,i,i,i,i,i,2,i,i,i,i,4
COc1ccc(CN(C)C(=O)c2oc3ccccc3c2CSC)cc1F,i,i,i,i,i,2,i,8*,i,i,2
CCOC(=O)[C@@H]1[C@H]2COc3ccc(Br)cc3[C@@H]2N2C(=O)N(c3ccc(Cl)cc3)C(=O)[C@]12C,i,i,i,i,i,13,i,i,i,i,13
NC(=O)NC1NC(=O)NC1=O (stereo unspecified),i,i,i,i,i,1,i,i,i,i,3
O=C(COc1ccccc1C(=O)c1cnn(-c2ccccc2)c1)Nc1ccccc1,i,i,i,i,i,4,i,i,i,i,-11
COc1ccc(C2C(C(=O)N3CC(C)CC(C)C3)c3ccccc3C(=O)N2C)cc1 (stereo unspecified),i,i,i,i,i,5,i,i,i,i,1
CCOc1cccc(/C=N/NC(=S)Nc2cc(S(=O)(=O)N3CCOCC3)ccc2N2CCOCC2)c1O,i,i,i,i,i,22,i,i,i,i,1
COc1ccccc1C(=O)N/C(=C\c1ccc2c(c1)OCO2)C(=O)NCCc1nc2ccccc2[nH]1,i,i,i,i,i,-1,i,i,i,i,7
COc1cc(C(CC(=O)O)n2cnnn2)ccc1OC(C)C (stereo unspecified),i,i,i,i,i,5,i,i,i,i,-8
Cc1cccc(Cn2c(-c3ccc[nH]c3=O)nc3ccccc32)c1,i,i,i,i,i,0,i,i,i,i,-25
CCN(CC)S(=O)(=O)c1ccc(NC(=O)Nc2cccc(C(F)(F)F)c2)cc1,i,i,i,i,i,25,i,i,-5.8*,100*,?
O=C(COC(=O)C12CC3CC(CC(O)(C3)C1)C2)Nc1ccccc1OC(F)F,i,i,i,i,i,0,i,i,i,i,5
COc1ccc(N=CC=C2OC(C)(C)C(C)(C)O2)cc1OC,i,i,i,i,i,8,i,i,i,i,-11
COc1ccc(/C=N/NS(=O)(=O)c2ccccc2)cc1OC(=O)c1ccc(C)cc1,i,i,i,i,i,8,i,i,i,i,12
Cc1ccc(-c2nc(C#N)c(N3CCCCC3)o2)cc1,i,i,i,i,i,-9,i,i,i,i,-11
CS(=O)(=O)c1nc(S(=O)(=O)c2ccc(Cl)cc2)c(NCCCn2ccnc2)s1,i,i,i,i,i,4,i,i,i,i,2
O=C(CSc1ncn[nH]1)Nc1cc(S(=O)(=O)N2CCCC2)ccc1Cl,i,i,i,i,i,-2,i,i,i,i,7
O=C(C1CCN(S(=O)(=O)N2CCC3(CC2)OCCO3)CC1)N1CCc2ccccc2C1,i,i,i,i,i,3,i,i,i,i,-15
CC(C)NC(=O)NC(=O)COC(=O)c1ccc(NC(=O)CC#N)cc1,i,i,i,i,i,11,i,i,i,i,-3
CC1CCc2sc3nc(N4CCN(CCO)CC4)n4ncnc4c3c2C1 (stereo unspecified),i,i,i,i,i,-1,i,i,i,i,2
CN(C)CCCOc1nn(Cc2ccccc2)c2ccccc12,i,i,i,i,i,-8,i,i,i,i,-4
CN1C(=O)N(c2cccc3ccccc23)C(n2cncn2)C1(C)C (stereo unspecified),i,.,i,i,i,6,i,i,i,i,7
Cc1ccc(C(=O)Nc2cccc(-c3ccc(N4CCOCC4)nn3)c2)cc1C,i,i,i,i,i,5,i,i,i,i,3
CCOc1ccc(-c2cc(CCCC(=O)NCc3ccc(C)cc3)no2)cc1,i,i,i,i,i,-13,i,i,i,i,18
COc1ccc2[nH]c(=O)c(CN(CCCN(C)C)C(=O)Nc3ccccc3)cc2c1,i,.,i,i,i,-1,i,i,i,i,-2
COc1ccc(N2C(N)=NC(N)=NC23CCCC3)cc1,i,i,i,i,i,-3,i,i,i,i,-13
CCN(CC)C(=O)CSc1nc2[nH]ncc2c(=O)[nH]1,i,i,i,i,i,6,i,i,i,i,-3
FCCCOc1ccc(-c2nccc(-c3ccc(Br)cc3)n2)cc1,i,i,i,i,i,-10,i,i,i,i,7
COc1cccc(C2CC(c3ccc(C)cc3)=NN2C(=O)c2ccccc2F)c1OC (stereo unspecified),i,i,i,i,i,6,i,i,i,i,3
O=C1CCCC2=C1C(O)(C(F)(F)F)C(=O)N2Cc1ccccc1 (stereo unspecified),i,i,i,i,i,3,i,i,i,i,4
COc1cc(C(C)=O)ccc1OCC(O)CN1CCN(c2c(C)cccc2C)CC1 (stereo unspecified),i,i,i,i,i,-1,i,i,i,i,-6
Cc1cc2nc(C3CCCN(C(=S)Nc4ccccc4C)C3)[nH]c2cc1C (stereo unspecified),i,i,i,i,i,4,i,i,i,i,-1
Cc1nc2ccccc2nc1Nc1cccc(Cl)c1,i,i,i,i,i,-2,i,i,i,i,7
O=C(CN1CCOCC1)Nc1ccc(S(=O)(=O)N2CCCCCC2)cc1,i,i,i,i,i,-6,i,i,i,i,-5
O=C(NCCc1cccc(Cl)c1)c1cccnc1,i,i,i,i,i,3,i,i,i,i,-9
O=C(c1cccs1)C1C(c2ccc(Br)cc2)NC(=S)NC1(O)C(F)(F)F (stereo unspecified),i,i,i,-11*,i,-1,i,i,-6*,i,-1
Cc1c(C(=O)NCc2ccc3c(c2)OCO3)oc2ccc(S(=O)(=O)N3CCCCCC3)cc12,i,i,i,i,i,-4,i,i,i,i,9

# Next section; the last two above are carried over.
SMILES,RGS4 block,TMEM16A act,TRPC6 act,RGS4 act,MrgX1 ag,SKKanGAS inh,TRPC6 inhibitor,MrgX1 PAM,MrgX1 antag,ANO1 block,HDAC3 inh
O=C(c1cccs1)C1C(c2ccc(Br)cc2)NC(=S)NC1(O)C(F)(F)F (stereo unspecified),i,i,i,-11*,i,-1,i,i,-6*,i,-1
Cc1c(C(=O)NCc2ccc3c(c2)OCO3)oc2ccc(S(=O)(=O)N3CCCCCC3)cc12,i,i,i,i,i,-4,i,i,i,i,9
N/C(=N\OC(=O)c1cccc([N+](=O)[O-])c1)c1ccccn1,i,i,i,i,i,16,i,i,i,i,-1
O=C(C1CCCO1)N1CCN(S(=O)(=O)c2cccc3nsnc23)CC1 (stereo unspecified),i,i,i,i,i,-9,i,i,i,i,3
NNc1nc(-c2ccccc2)cc(-c2ccccc2)n1,i,i,i,i,i,16,i,i,i,i,-1
Cc1ccc(OCC(=O)N(Cc2ccc(C)o2)C2CCS(=O)(=O)C2)cc1 (stereo unspecified),i,i,i,i,i,0,i,i,i,i,-10
CCCNC(=O)COCc1cc(-c2ccc3c(c2)OCO3)on1,i,i,i,i,i,-7,i,i,i,i,-31
COCCCN(C(=S)Nc1c(C)cc(C)cc1C)C(C)c1ccncc1 (stereo unspecified),i,i,i,i,i,-7,i,i,i,i,.
CC(=O)N1CCN(C(=O)c2ccco2)CC1,i,i,i,i,i,3,i,i,i,i,2
CCOC(=O)C1CCN(CC(O)COCc2ccc(Cl)cc2)CC1 (stereo unspecified),i,i,i,i,i,-5,i,i,i,i,-6
COc1ccc(N(CC(=O)O)S(=O)(=O)c2ccc(C)cc2)cc1Cl,i,i,i,i,i,.,i,i,i,i,-4
Cc1cccc(N(C)C(=O)c2cnn(-c3ccccc3)c2C)c1,i,i,i,i,i,5,i,13*,i,i,-1
COc1ccc(CNC(=O)C2CCN(S(=O)(=O)N3CC(C)CC(C)C3)CC2)cc1 (stereo unspecified),i,i,i,i,i,-1,i,i,i,i,-10
COc1cc(OC)c(C2C(C#N)=C(N)OC3=C2C(=O)CC(C)C3)cc1OC (stereo unspecified),i,i,i,i,i,2,i,i,i,i,14
Cc1cccc(/C(N)=N/OC(=O)CCCc2ccccc2)c1,i,i,i,i,i,8,i,i,i,i,-2
COc1ccccc1CNC(=O)c1oc2ccc(S(=O)(=O)N3CCOCC3)cc2c1C,i,i,i,i,i,25,i,i,i,i,-15
Cc1cc(C)nc(N(C#N)Cc2cccc([N+](=O)[O-])c2)n1,i,i,i,i,i,1,i,i,i,i,4
O=[N+]([O-])c1ccc2nc(NS(=O)(=O)c3ccccc3[N+](=O)[O-])sc2c1,i,i,i,i,i,8,i,10*,i,i,2
COc1cc(/C=C(\NC(C)=O)C(=O)Nc2ccc(NC(C)=O)cc2)ccc1OC(C)=O,i,i,i,i,i,17,i,i,i,i,5
COc1ccc(S(=O)(=O)N2CCc3cc4c(cc3C2C)OCCCO4)cc1 (stereo unspecified),i,i,i,i,i,5,i,i,i,i,-1
Cc1cc(C(=O)COC(=O)Cn2cnc3c2c(=O)n(C)c(=O)n3C)c(C)n1C,i,i,i,i,i,-4,i,i,i,i,-5
Cc1cc(C)cc(OCC(=O)NNC(=O)c2ccoc2C)c1,i,i,i,i,i,-3,i,i,i,i,2
CN(Cc1cnn(C)c1)Cc1nc(Cc2ccccc2Cl)no1,i,i,i,i,i,-5,i,i,i,i,-5
O=S(=O)(NCc1ccccn1)c1ccc(Cl)s1,i,i,i,i,i,-10,i,i,i,i,-1
CCCc1cc(=O)n(-c2nc3ccccc3s2)[nH]1,i,i,i,i,i,22,i,i,i,i,6
CCOC(=O)c1cc2ccc3ccccc3c2oc1=O,i,i,i,i,i,-3,i,i,i,i,-93
CC(=O)OCP(C)(=O)COC(C)=O,i,i,i,i,i,-2,i,i,i,i,-5
Cc1ccc2cc(CCNC(=O)c3cccc([N+](=O)[O-])c3)c(=O)[nH]c2c1,i,i,i,i,i,-3,i,i,i,i,-3
